# P. falciparum M1AAP – P. falciparum M1AAP inhibitors, biochemical, fluorogenic H-Leu-NHMec substrate, 1536-well (AID 1445) | Aminopeptidase N (Plasmodium falciparum (isolate 3D7)) | 0.42% of 220,000 active | recombinant M1AAP, H-Leu-NHMec fluorogenic kinetic assay; higher % means a stronger effect | one-dose inhibition, % at 30 µM; IC50 in µM for titrated hits;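 active means primary inhibition above the hit cutoff, then over 50% inhibition at one or more dose response concentrations, cut at about 23% in these data, passing the limit was not always enough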;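 further: plate controls were DMSO full reaction for no effect and no enzyme background for full effect; strong numbers were not always called active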
# WT yeast gro inh – growth inhibition of WT strain, primary screen, mitochondrial fusion inhibitor project, WT and mutant strains, chemical genetic; mitochondrial fusion phenotypic screen; inhibition, % at 10 µM; 2.1% of 190,000 active; AID 1362, 2008; in the data active means inhibition above about 58%; tested in S. cerevisiae
# Yfh1-depleted yeast – enhancers of respiration in Yfh1-depleted yeast, dose response, Friedreich's ataxia, plus single-dose screen (AID 1465); S. cerevisiae Yfh1-off respiration, WST-1 reduction, 72 h; higher fold induction means a stronger effect; fold induction at 50 µM, or EC50 in µM where a hit was titrated; 0.074% of 220,000 active;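 active means fold induction of absorbance versus untreated yeast above a set limit, then at least 30% activation at any dose in follow-up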;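 further: activators that raise dye reduction in frataxin-depleted yeast; strong numbers were not always called active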
# Dynein transport – inhibitors of GR-EGFP nuclear translocation, primary screen, dynein cargo transport inhibitor project, imaging, high-content, 3617.4 mouse cells; 0.47% of 220,000 active; z-score, hits read low; test concentration mostly 20 µM; stimulated with dexamethasone, 1 µM; stronger effect = lower value; AID 1381, 2008;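 active means plate z-score of nuclear minus cytoplasmic receptor signal below a set negative limit, without overly bright fluorescence or cell loss, cut at about -3.5 in these data, passing the limit was not always enough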;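 further: z-score of nuclear minus cytoplasmic ring GR-EGFP intensity difference per well; some compounds called inactive have numbers as strong as hits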
#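 Also added: dexamethasone, 1.0 µM final. Medium: tet-free, stripped-serum medium. Detection: fixed, Hoechst-stained cells imaged at 10x for EGFP. Read-out: nuclear-to-cytoplasmic GR-EGFP distribution per well. Times: induction 48 h, compound 1 h, agonist 30 min.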
# bCat nuc transl – modulators of beta-catenin nuclear translocation, primary screen, imaging, HeLa cells, immunofluorescence, high-content. nuclear translocation activity, % at 5 µM. 0.3% of 190,000 active;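 active means nuclear translocation activity above 50% at 5 µM, with a well cell count of 50 or more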;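 further: per-cell ratio of nuclear to cytoplasmic median beta-catenin stain intensity; plate controls were DMSO negative control for no effect and GSK-3 inhibitor IX positive control for full effect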
#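 Assay system: human HeLa cells, native beta-catenin; doses: 5 µM primary, 0.02–20 µM confirmation; incubation: compound treatment 24 h, 37°C, 5% CO2; technique: fluorescence imaging of beta-catenin antibody stain plus DAPI; measure: % activation, nuclear-to-cytoplasmic median beta-catenin signal ratio per cell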
# Autophagy HCS – autophagy modulators in MEF cells, primary screen, imaging, high-content, MEF GFP-LC3 | MEF GFP-LC3 puncta imaging; test concentration mostly 10 µM | calls only at 10 µM (by protocol) | 0.98% of 190,000 active | AID 463193, 2010;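 active means percentage of spot-positive cells more than 3 SD above its plate mean, without a fluorescence outlier flag or 80% toxicity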;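 further: spot-positive cell cutoff set from DMSO-treated cells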
# MT stabilize HCS – microtubule stabilizers in HeLa cells, primary screen, imaging, high-content imaging | HeLa tubulin immunostaining HCS, 24 h; share of cells brighter than vehicle mean+2SD | % tubulin-high responders, % at 10 µM | 0.83% of 200,000 active | AID 2205, 2009;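 active means plate Z-score above 3 for both tubulin-high and condensed-nucleus cell shares, with cell loss under 80%, at 10 µM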;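 further: anti alpha tubulin signal scored within the nucleus-defined area of each cell; some results filed as inactive read as strong as hits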
# M17LAP inhibition – P. falciparum M17LAP inhibitors, primary screen, biochemical, fluorogenic H-Leu-NHMec substrate, 1536-well (AID 1619) | 0.38% of 220,000 active | inhibition, % at 30 µM; hits with a dose series show IC50 in µM | Leucine aminopeptidase (Plasmodium falciparum (isolate 3D7)) | recombinant M17LAP, H-Leu-NHMec fluorogenic kinetic assay; higher % means a stronger effect;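 active means compound inhibiting the enzyme by more than half at any dose during confirmatory dose-response retesting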;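 further: plate controls were full reaction with DMSO carrier for no effect and no enzyme background for full effect; strong numbers were not always called active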
# T cell HTS – modulators of CD8 T cell-vesicle binding, primary screen, mouse 2C CD8+ T cells, flow cytometry | 2C CD8+ T cell-vesicle binding; stronger effect = lower value | calls only at 7 µM | 0.068% of 330,000 active;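 active means response, share of CD8 T cells binding vesicles, and their 90th percentile fluorescence all below set limits, cut at about 80% in these data, passing the limit was not always enough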
#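 Incubation: binding step 1.5 h, 37 °C, antibody labelling 20 min, ice; system: murine 2C transgenic CD8+ T lymphocytes; technique: cytometric PE anti-B7-1 and Alexa647 anti-CD8 signals after 1% paraformaldehyde fixation; also added: QL9-charged Drosophila Ld/ICAM-1/B7-1 vesicles; control set: naked versus QL9-loaded vesicles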
# WT yeast gro inh mutant strain – also measured in WT yeast gro inh; calls as there; inhibition, %; mitochondrial fusion phenotypic screen, mutant strain inhibition
# Dynein transport cytoplasmic EGFP – second read-out of Dynein transport, no call of its own (marks repeat the call); z-score; measured here: cytoplasmic GR-EGFP intensity; stronger effect = higher value
# Dynein transport nuclear GR-EGFP – second read-out of Dynein transport, no call of its own (marks repeat the call); z-score; measured here: nuclear GR-EGFP intensity;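 lower value marks the stronger effect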
# Dynein transport cell count – second read-out of Dynein transport, no call of its own (marks repeat the call); z-score; measured here: cell count per field
# bCat nuc transl cell count 5 µM – recorded beside bCat nuc transl, whose call it bears; cell count; measured here: cell count, cytotoxicity flag
# T cell HTS vesicle-bound % – second read-out of T cell HTS, no call of its own (marks repeat the call); double positive events, %; measured here: CD8+ vesicle-bound cell fraction;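 binding gate set so that unloaded-vesicle control wells show 10% double positive cells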
# MT stabilize HCS Hoechst-high % – recorded beside MT stabilize HCS, whose call it bears; % Hoechst-high responders; measured here: nuclear condensation Hoechst responders;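 share of cells brighter than vehicle mean plus two SD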
# MT stabilize HCS cytotoxicity % – recorded beside MT stabilize HCS, whose call it bears; toxicity, %; measured here: cytotoxicity by cell density;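 0% = mean cell density of plate MIN control wells and 100% = no cells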
# Autophagy HCS cell loss 18 h – also measured in Autophagy HCS; calls as there; toxicity, %; measured here: cell loss, nuclei count;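 cell loss after 18 h compound exposure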
# * = called active by the depositor; i = inactive; . = no result given.
SMILES,P. falciparum M1AAP,WT yeast gro inh,WT yeast gro inh mutant strain,Yfh1-depleted yeast,Dynein transport,Dynein transport cytoplasmic EGFP,Dynein transport nuclear GR-EGFP,Dynein transport cell count,bCat nuc transl,bCat nuc transl cell count 5 µM,Autophagy HCS,Autophagy HCS cell loss 18 h,MT stabilize HCS,MT stabilize HCS Hoechst-high %,MT stabilize HCS cytotoxicity %,M17LAP inhibition,T cell HTS,T cell HTS vesicle-bound %
CC(=O)c1sc(N/N=C/c2cccc(O)c2)nc1C,17%,4,6,.,-0.09,-0.13,0.29,0.26,-0.1,1113,i,-9,3.3,1.7,7.8,0%,i,41
Oc1ccc(CN2CCCc3ccccc32)c2cccnc12,-18%,-12,8,i,0.6,-0.2,-0.34,-1.2,0.3,1083,i,-10,4.9,4.3,4.5,8%,i,22
O=C(NCc1ccccc1)N1CCOCC1,2%,.,.,i,1.5,-0.22,0.56,-0.52,-1.2,1144,.,.,.,.,.,8%,i,55
CCCOc1ccc(Cc2c(COCC)[nH]c(=S)[nH]c2=O)cc1,3%,-3,5,i,-0.24,-0.18,-0.17,-0.33,-0.1,1040,i,3,1.9,1.5,7.3,30%,.,.
COC(=O)CN(c1cc(C(F)(F)F)ccc1Cl)S(C)(=O)=O,-5%,-1,1,i,-0.83,-0.19,-0.21,-0.1,-1.4,1354,i,0,3.0,2.6,2.4,-5%,i,29
Cc1cccc(C(=O)NCc2nnc(SCC(=O)NC(C)c3ccccc3)n2C)c1 (stereo unspecified),4%,-11,1,i,-0.66,-0.3,-0.73,0.57,-1.5,548,i,4,1.7,3.3,3.9,20%,i,1
COc1ccccc1NC(=O)CSc1nnc(CCC(=O)Nc2ccccc2F)n1C,-1%,.,.,i,-0.24,-0.27,0.33,0.084,0.9,1245,.,.,.,.,.,1%,i,33
Cc1ccc(S(=O)(=O)n2cc(-c3ccccc3)c(N)n2)cc1,4%,7,20,i,-0.64,-0.25,-0.45,-0.07,-3.2,1188,i,-1,3.1,1.6,6.3,6%,i,38
CCC(=O)Nc1ccc(NC(=O)CN2CCCC(C)C2)c(Cl)c1 (stereo unspecified),-1%,0,-1,i,0.83,-0.2,0.048,0.08,-8.3,956,i,13,0.8,1.8,6.9,-2%,i,59
N#C/C(=C\c1cccs1)c1nc2ccccc2[nH]1,8%,-2,9,i,-0.35,-0.25,-0.4,0.4,-2.0,535,i,-2,1.6,3.8,6.9,0%,i,38
CN1CCN(c2ccccc2NC(=O)c2cccc(OCc3ccccc3)c2)CC1,1%,35,33,i,1.2,-0.28,0.62,0.29,.,.,i,28,3.3,2.2,6.6,-6%,i,36
CC(C)C(NC(=O)c1ccc(C(C)(C)C)cc1)C(=O)NCCc1ccccn1 (stereo unspecified),2%,-7,8,i,-0.88,-0.14,-0.13,1.2,0.2,1096,i,15,5.0,3.5,6.0,-2%,i,38
O=C(C1Cc2ccccc2CN1S(=O)(=O)c1ccc(F)cc1)N1CCCCC1 (stereo unspecified),14%,-2,4,i,-0.63,-0.21,-0.15,1.2,-8.7,1239,i,15,0.8,1.1,8.0,-7%,i,50
Cc1cc(C)n2nc(C(F)(F)F)c(-c3ccccc3)c2n1,.,-6,-10,i,0.85,-0.05,0.83,-0.56,-1.6,919,i,9,3.7,1.7,3.9,.,i,51
CCCC(=O)Nc1cccn(Cc2ccccc2Br)c1=O,1%,10,3,.,-0.42,-0.2,0.45,0.35,-7.1,976,i,9,1.8,1.7,5.8,17%,i,19
Cc1cc(NC(=O)CSc2nnc(-c3ccccc3)o2)no1,5%,-7,18,i,0.35,-0.3,0.34,0.24,-5.1,1074,i,-3,2.7,2.1,6.7,21%,i,54
CCN(CC)c1nc2nonc2nc1N(CC)CC,7%,7,6,i,2.1,-0.27,-0.064,-0.49,.,.,i,-3,2.9,1.3,8.6,17%,i,12
Clc1ccc(Cl)c2sc(N3CCOCC3)nc12,.,.,.,i,0.17,-0.16,0.092,0.45,.,.,i,10,3.0,2.2,11,.,i,10
CCN(CC)C(=O)CN(c1cccc(Br)c1)S(C)(=O)=O,10%,-7,-10,i,-0.18,-0.34,0.2,0.81,4.0,1060,i,-10,.,.,.,8%,i,41
O=C(NCc1ccc(F)cc1)c1ccc(CS(=O)(=O)c2ccc(Br)cc2)o1,-1%,.,.,i,1,-0.16,1,-1,-0.3,1347,.,.,.,.,.,-3%,i,56
COc1ccc(C)cc1NC(=O)COC(=O)c1c(C)noc1C,-1%,54,-3,i,-0.48,-0.17,-0.25,0.67,-6.3,1215,i,6,3.7,1.8,5.3,0%,i,48
CC(NC(=O)Nc1cccnc1)(C(F)(F)F)C(F)(F)F,3%,0,-10,i,0.064,-0.058,0.34,0.027,-4.6,1117,i,2,8.1,3.0,4.4,-6%,i,40
Cn1c(NC(=O)c2ccccc2F)c(-c2cccs2)c(=O)c2ccccc21,2%,.,.,i,1.8,-0.2,0.85,-2,-0.1,1339,.,.,.,.,.,-3%,i,32
CCn1c(CNC(=O)c2ccc(OC)cc2)nnc1SCC(=O)c1ccccc1,7%,-6,23,i,-0.34,-0.25,-0.26,0.61,0.3,1062,i,-9,2.9,1.7,8.6,33%,i,51
Cc1ccc(S(=O)(=O)CCC#N)cc1,-3%,.,.,i,0.64,-0.24,0.2,0.39,1.6,1294,.,.,.,.,.,-2%,i,12
CCn1c(CSc2nccn2C)nc2cc(C(=O)O)ccc21,5%,-6,5,i,-0.29,-0.17,0.17,0.28,-5.2,787,.,.,1.1,1.8,6.6,-13%,i,35

# Molecules above that contain an aryl thioether with sulfur outside any ring:
SMILES,P. falciparum M1AAP,WT yeast gro inh,WT yeast gro inh mutant strain,Yfh1-depleted yeast,Dynein transport,Dynein transport cytoplasmic EGFP,Dynein transport nuclear GR-EGFP,Dynein transport cell count,bCat nuc transl,bCat nuc transl cell count 5 µM,Autophagy HCS,Autophagy HCS cell loss 18 h,MT stabilize HCS,MT stabilize HCS Hoechst-high %,MT stabilize HCS cytotoxicity %,M17LAP inhibition,T cell HTS,T cell HTS vesicle-bound %
Cc1cccc(C(=O)NCc2nnc(SCC(=O)NC(C)c3ccccc3)n2C)c1 (stereo unspecified),4%,-11,1,i,-0.66,-0.3,-0.73,0.57,-1.5,548,i,4,1.7,3.3,3.9,20%,i,1
COc1ccccc1NC(=O)CSc1nnc(CCC(=O)Nc2ccccc2F)n1C,-1%,.,.,i,-0.24,-0.27,0.33,0.084,0.9,1245,.,.,.,.,.,1%,i,33
Cc1cc(NC(=O)CSc2nnc(-c3ccccc3)o2)no1,5%,-7,18,i,0.35,-0.3,0.34,0.24,-5.1,1074,i,-3,2.7,2.1,6.7,21%,i,54
CCn1c(CNC(=O)c2ccc(OC)cc2)nnc1SCC(=O)c1ccccc1,7%,-6,23,i,-0.34,-0.25,-0.26,0.61,0.3,1062,i,-9,2.9,1.7,8.6,33%,i,51
CCn1c(CSc2nccn2C)nc2cc(C(=O)O)ccc21,5%,-6,5,i,-0.29,-0.17,0.17,0.28,-5.2,787,.,.,1.1,1.8,6.6,-13%,i,35
